All columns: NCI-60 one-dose screen, growth in % after 48 h at 10 µM unless noted; 100 = growth as untreated, 0 = no growth, -100 = all killed.
SK-MEL-5: SK-MEL-5 melanoma. 80,000 compounds, 6.4% hits
MDA-MB-435: MDA-MB-435 melanoma; AID 1794794; 82,000 compounds, 7.8% hits
T-47D: T-47D breast cancer. 79,000 compounds, 5% hits
BT-549: BT-549 breast cancer. 78,000 compounds, 4.4% hits
LOX IMVI: LOX IMVI melanoma | 79,000 compounds, 7.4% hits
SK-MEL-2: SK-MEL-2 melanoma | 77,000 compounds, 4.7% hits | AID 1794763
SK-MEL-28: SK-MEL-28 melanoma. 81,000 compounds, 4.1% hits. AID 1794761
HS 578T: HS 578T breast cancer; 78,000 compounds, 4.1% hits; AID 1794788
* marks the source's active call; other numbers are inactive results; . = not tested or not shown; & = joins results of further samples. How the source made its calls: active means growth percent below 10; inactive means the rest. This is a subset, so the mix of outcomes need not match the whole.

smiles	SK-MEL-5	MDA-MB-435	T-47D	BT-549	LOX IMVI	SK-MEL-2	SK-MEL-28	HS 578T
COC(=O)CC[C@@H](C)[C@H]1CC[C@H]2[C@@H]3CC[C@@H]4C[C@]5(CC[C@]4(C)[C@H]3CC[C@]12C)OO[C@@](C)(C(F)(F)F)O5	90.4	102.3	105.7	94.3	92.5	99.1	93.4	96.4
CC(=O)Oc1ccccc1C(=O)NCCC[Se]C#N	35.4	3.0*	83.3	-97.0*	-49.0*	44.3	7.9*	17.1
C[C@]12CC[C@H](O)CC1=CC[C@@H]1[C@@H]2CC[C@]2(C)C(=O)CC[C@@H]12	92.9	90.3	96.4	98.3	102.4	95.3	.	130.2
CC[C@H](C)[C@H](NC(=O)[C@H]1CCCCN1C)C(=O)N(C)[C@H](C[C@@H](OC(C)=O)c1nc(C(=O)N[C@@H](Cc2ccccc2)C[C@H](C)C(=O)O)cs1)C(C)C	-71.7*	-10.9*	70.5	-37.2*	9.8*	2.5*	50.6	25.3
CCOP(=O)(OCC)SCc1ccccc1	105.6	103.6	96.0	107.0	98.8	100.5	107.2	104.7
C=CC(=O)NC(O)C(Cl)(Cl)Cl (stereo not given)	119.0	104.8	93.4	97.5	.	84.3	103.5	120.0
ClCc1cc2c(cc1Cl)OCO2	101.0	113.4	82.6	96.7	101.7	90.5	106.7	95.3
COc1ccc(Cl)cc1C(=O)CCl (tested in a mixture with another compound)	106.9	101.1	94.2	114.6	93.3	123.6	116.3	114.5
C[C@@H]1CCC/C=C/[C@H]2C[C@@H](O)C[C@@H]2[C@@H](O)/C=C/C(=O)O1	-92.8*	17.5	7.4*	6.6*	-70.0*	-38.9*	18.3	42.0
CCOP(=O)(OCC)OCC	95.8	107.7	104.7	109.4	110.7	110.0	97.1	95.9
COP(=S)(OC)Oc1ccc(Sc2ccc(OP(=S)(OC)OC)cc2)cc1	85.2	98.2	89.0	61.2	87.2	90.7	100.1	100.1
O=C1CN=C(c2ccc(Cl)cc2)c2sccc2N1	99.5	109.2	95.3	103.0	95.3	107.5	105.1	99.6
CSc1nc(Cl)c(Br)c(N2CC2)n1	101.0	100.0	52.0	100.5	92.8	102.3	111.9	112.1
CCCCC(Br)C(=O)OCC (stereo not given)	106.5	103.0	99.0	.	97.6	106.5	103.9	107.5
COP(=O)(OC)C(O)c1ccc(Cl)cc1 (stereo not given)	98.7	100.1	114.2	94.1	96.8	109.1	109.2	94.1
O=[N+]([O-])/C=C\C(F)(F)F	100.6	105.0	101.2	100.5	101.7	108.3	101.2	98.4
c1ccc(-c2ccc3ccccc3[o+]2)cc1	88.8	101.3	75.6	.	82.2	88.8	111.1	94.1
CCOP(=S)(NN=C1CCCC1)OCC	103.7	95.5	93.5	96.4	102.8	97.5	109.5	108.1
OC(Cc1ccncc1)C(Cl)(Cl)Cl (stereo not given)	101.6	98.2	87.9	107.5	94.8	105.2	97.6	104.8
NC1CCSC1=O (stereo not given)	108.2	104.7	.	96.4	109.0	104.9	99.3	104.3

A different layout for part of the listing above:
Results follow in this order: SK-MEL-5 | MDA-MB-435 | T-47D | BT-549 | LOX IMVI | SK-MEL-2 | SK-MEL-28 | HS 578T
O=[N+]([O-])/C=C\C(F)(F)F
    100.6 | 105.0 | 101.2 | 100.5 | 101.7 | 108.3 | 101.2 | 98.4
COP(=O)(OC)C(O)c1ccc(Cl)cc1 (stereo not given)
    98.7 | 100.1 | 114.2 | 94.1 | 96.8 | 109.1 | 109.2 | 94.1
CCOP(=O)(OCC)SCc1ccccc1
    105.6 | 103.6 | 96.0 | 107.0 | 98.8 | 100.5 | 107.2 | 104.7

Other compounds
smiles	SK-MEL-5	MDA-MB-435	T-47D	BT-549	LOX IMVI	SK-MEL-2	SK-MEL-28	HS 578T
C#CC(O)(CC)CC	103.9	103.4	88.3	112.4	93.4	117.4	116.2	97.8
O=C(/C=C/c1ccc(Br)cc1)c1nc2ccccc2n1Cc1ccc(Br)cc1	1.5*	-38.5*	2.0*	-66.2*	.	2.5*	-43.9*	.
C[C@]1(O)CC[C@H]2[C@@H]3CCC4=CC(=O)C=C[C@]4(C)[C@@]3(Cl)[C@@H](Cl)C[C@@]21C	96.8	95.9	95.9	92.7	93.5	90.9	106.3	111.7
CC12OOC(C)(OO1)C2CCC(=O)NCCNc1ccnc2cc(Cl)ccc12 (stereo not given)	93.9	97.7	80.8	106.4	3.6*	105.1	103.8	99.8
COc1cc(/C=C\c2cc(OC)c(OC)c(OC)c2)cc(NS(=O)(=O)c2cccc(Cl)c2)c1OC	-29.4*	-20.2*	93.1	24.1	20.0	23.5	64.0	45.4
O=CC1(c2ccccc2)CCN(Cc2ccccc2)CC1	109.7	98.5	104.8	105.9	82.8	116.7	112.3	115.1
CN(C)c1ccccc1	99.6	105.6	102.2	115.6	99.2	100.0	108.1	112.7
C1CCC2CNCC2C1 (stereo not given)	115.2	103.3	96.1	114.3	104.4	100.6	127.4	112.6
O=C1NC(=O)N(Cc2ccccc2)C(=O)C1Cc1ccccc1 (stereo not given)	105.7	110.7	.	107.2	99.4	97.6	105.0	108.8
CCCN(CCC)N=O	107.6	112.4	97.9	102.9	96.7	106.4	114.3	117.3
CC12OOC(C)(OO1)C2CCC(=O)NCCCNc1ccnc2cc(Cl)ccc12 (stereo not given)	86.4	93.8	40.0	121.0	-92.8*	100.4	72.0	102.5
CCOP(=O)(CC(=O)c1ccccc1)OCC	108.0	104.1	99.9	119.8	101.5	112.5	107.8	103.3
CCOC(=O)C1CCC2(CC1)OOC1(O2)C2CC3CC(C2)CC1C3 (stereo not given)	96.6	99.6	98.6	90.2	78.0	97.3	100.6	109.2
Nc1ccc(CC2=NCCN2)cc1	103.6	123.3	117.5	104.8	94.3	114.0	119.6	104.7
CCN(CC)C(=O)C(CCN1CCCCC1)(c1ccccc1)c1ccccc1	86.2	108.2	104.6	106.6	102.1	103.7	112.1	98.6
CC1CC2CC(=O)CCC2(C)C2CCC3(C)C(O)CCC3C12 (stereo not given)	.	113.4	99.2	115.4	103.3	109.0	143.5	31.0
O=C(O)C(O)(c1ccccc1)C1CCCC1 (stereo not given)	100.5	109.8	97.8	104.7	97.5	101.8	102.1	108.3
CCCCNP(=O)(Oc1ccccc1)Oc1ccccc1	90.5	100.3	86.1	93.6	94.0	103.7	97.7	96.9
C#CCOC(=O)Cc1ccccc1	107.2	99.4	.	103.4	95.0	112.4	104.7	99.8
NN=C(N)N	101.4	99.7	102.3	104.8	96.5	110.0	116.0	108.7

Going on with the list:
smiles	SK-MEL-5	MDA-MB-435	T-47D	BT-549	LOX IMVI	SK-MEL-2	SK-MEL-28	HS 578T
COC(=O)[C@@H](C)C[C@H](Cc1ccc(F)cc1)NC(=O)c1csc([C@@H](C[C@H](C(C)C)N(C)C(=O)[C@@H](NC(=O)[C@H]2CCCCN2C)C(C)C)OC(C)=O)n1	-32.8*	-28.8*	77.3	-18.6*	23.1	37.7	58.9	34.0
COC(=O)CCP(CCC(=O)OC)c1ccccc1	103.4	97.2	111.7	90.0	100.0	110.4	103.0	113.6
CCC1(c2ccc(C)cc2)C(=O)NC(=S)NC1=O	102.6&99.2	114.3&99.1	88.4&96.7	108.0&103.8	98.3	109.9&98.4	123.2&104.6	105.0&108.2
N/C(=N/N=C/c1ccncc1)N[N+](=O)[O-]	102.8	104.6	.	89.6	95.5	104.2	110.0	105.5
CC1(C)C=Cc2c(ccc3c4c([nH]c23)C(C)(C)[C@H]2C[C@]35CCCN3C(=O)[C@@]2(C4)NC5=O)O1	91.7	105.9	97.9	98.6	102.5	117.3	105.9	107.5
C[C@]12CCc3sc(Nc4ccccc4Cl)nc3C1=CC[C@@H]1[C@@H]2CC[C@]2(C)C(=O)CC[C@@H]12	101.8	97.0	104.9	99.6	101.7	113.1	101.7	91.5
COc1ccc(S(=O)(=O)Nc2c(/C=C\c3cc(OC)c(OC)c(OC)c3)ccc(OC)c2O)cc1OC	-34.9*	-52.0*	100.4	20.7	21.6	9.9*	58.6	16.3
COc1ccc(C=O)cc1O	106.6	103.4	84.7	91.2	97.0	98.1	122.0	126.6
COc1ccccc1NC1=NCCS1	102.8	110.5	110.0	107.8	106.5	104.2	100.2	108.1
C[C@H]1C[C@H]2[C@@H]3CC[C@](C)(O)[C@@]3(C)CC(=O)[C@]2(F)[C@@]2(C)CCC(=O)C=C12	98.0	105.1	76.9	83.9	92.8	77.5	115.5	.
C[N+](C)(C)Cc1ccccc1 (tested in a mixture with another compound)	106.8	108.7	96.7	98.7	92.6	125.5	102.2	.
CC(=O)[C@H]1CC[C@H]2[C@@H]3CC[C@@H]4C[C@H](O)CC[C@]4(C)[C@H]3C(=O)C[C@]12C	104.0	112.0	107.0	99.9	101.4	105.2	106.8	105.4
COc1ccc(C(=O)OC2CC3CCC(C2)N3C)cc1OC (stereo not given)	106.2	97.6	105.1	111.5	98.0	110.6	98.1	.
Nn1cnnc1	99.2	106.5	103.2	103.5	97.6	103.5	108.4	109.9
COc1ccc(CC(N)c2ccc(OC)c(OC)c2)cc1OC (stereo not given)	102.3	100.4	93.1	105.0	90.3	101.1	105.6	96.1
O=C(/C=C/c1ccc([N+](=O)[O-])cc1)Nc1cccc(S(=O)(=O)F)c1	102.5	100.6	97.3	108.1	101.8	116.8	101.4	100.9
O=C(O)C(O)(c1ccccc1)C1CCCCC1 (stereo not given)	109.0	109.2	95.1	99.1	89.7	126.3	113.1	109.0
N#CCCN1CCN(c2ccccc2)CC1	94.2	100.4	94.6	74.4	103.4	105.5	107.2	98.9
C[C@]1(O)CC[C@H]2[C@@H]3CCC4=CC(=O)CCC4=C3C=C[C@@]21C	95.3	110.8	101.2	105.5	99.3	97.2	103.4	82.1
COC(=O)C12CC(NC(=O)c3csc([C@@H](C[C@H](C(C)C)N(C)C(=O)[C@@H](NC(=O)[C@H]4CCCCN4C)C4CC4)OC(C)=O)n3)(C1)C2	-22.5*	-40.9*	43.4	-10.9*	15.7	34.7	60.1	33.1

Going on with the list:
smiles	SK-MEL-5	MDA-MB-435	T-47D	BT-549	LOX IMVI	SK-MEL-2	SK-MEL-28	HS 578T
C=C[Se]CC(=O)/C=C/c1ccccc1	92.2	83.7	82.3	108.5	93.9	99.9	96.1	66.1
COc1ccc(C2=NN(C=O)C(c3sc(N(CCCl)CCCl)nc3Cl)C2)cc1 (stereo not given)	96.7	96.6	74.9	89.1	98.7	85.4	95.5	82.6
O=C1CCCCC1CN1CCCCC1 (stereo not given)	103.7	109.0	83.2	117.3	95.4	.	106.2	107.3
C/C(=N\O)C(CN1CCCCC1)C(c1ccccc1)c1c(O)c2ccccc2oc1=O (stereo not given)	108.0	104.4	94.4	96.3	88.6	98.9	108.2	101.1
COc1cccc(C=C2C(=O)NC(=S)NC2=O)c1O	101.0	105.8	104.7	107.2	97.9	116.9	100.8	105.7
O=C(O)c1cc(I)cc(I)c1I	105.1	106.1	97.9	128.3	104.2	107.9	114.3	102.7
CCCCC(CC)C(=O)C(CCN(C)C)(c1ccccc1)c1ccccn1 (stereo not given)	102.2	90.7	94.0	95.5	75.2	123.8	103.6	83.1
C[C@]12CC[C@H]3[C@@H](C[C@@H]4SC(Nc5cccc(F)c5)=N[C@@]45CC(=O)CC[C@]35C)[C@@H]1CCC2=O	32.1	35.9	-0.8*	-8.6*	6.2*	21.8	39.4	35.4
CCN(CC)CCOC(=O)C(O)(c1ccccc1)c1ccccc1	.	108.1	99.7	100.4	104.9	93.6	127.0	114.0
C[C@H](OC(N)=O)[C@@H](O)c1ccccc1Cl	100.2	100.0	108.5	114.3	100.9	112.3	99.0	103.3
CCC1CN1P(=O)(N1CCCC1)N1CC1CC (stereo not given)	103.9	102.5	106.3	98.9	106.2	122.3	107.6	103.8
Nc1cccc2ccccc12	96.2	99.5	91.6	81.0	90.4	86.2	108.7	101.1
CC[N+](C)(CC)CCC(C(N)=O)(c1ccccc1)c1ccccc1	83.8	109.0	96.2	104.0	101.8	100.8	104.1	103.6
CCCCCCCCOP(=O)(OCCCCCCCC)C(O)C(Cl)(Cl)Cl (stereo not given)	109.1	105.4	103.0	90.8	95.9	89.1	99.5	115.9
Cc1cccc(NP2(=O)NCCCN2)c1	107.9	107.3	95.0	101.3	.	.	108.8	114.9
COc1ccc2nc(NC(=O)COc3cc(/C=C\c4cc(OC)c(OC)c(OC)c4)ccc3OC)sc2c1	10.8	-45.1*	19.9	55.4	8.8*	16.7	43.5	-5.9*
Cc1ccccc1NC(=O)CCl	92.1	100.7	95.9	91.3	85.4	97.3	120.6	105.9
COC(=O)C1=C(Nc2ccccc2)C(=O)OC12C(=O)Nc1ccc([N+](=O)[O-])cc12 (stereo not given)	96.5	101.7	97.6	93.8	84.9	90.6	107.4	88.9
CCCCCSC1C2C(=O)C(Br)=CC13CCNc1c(O)c4c5c(c13)=[N+]2CCC=5C=N4 (stereo not given)	-95.2*	-81.1*	-48.2*	36.1	-71.0*	-54.8*	-18.2*	4.0*
Cc1cc(OC(=O)N(C)C)n(-c2ccccc2)n1	108.9	101.4	96.7	89.9	95.8	109.4	123.3	122.4

Five entries from above, with values under each structure.
Every second line gives: SK-MEL-5, MDA-MB-435, T-47D, BT-549, LOX IMVI, SK-MEL-2, SK-MEL-28, HS 578T
> Cc1cc(OC(=O)N(C)C)n(-c2ccccc2)n1
→ 108.9, 101.4, 96.7, 89.9, 95.8, 109.4, 123.3, 122.4
> COC(=O)CCP(CCC(=O)OC)c1ccccc1
→ 103.4, 97.2, 111.7, 90.0, 100.0, 110.4, 103.0, 113.6
> N/C(=N/N=C/c1ccncc1)N[N+](=O)[O-]
→ 102.8, 104.6, ., 89.6, 95.5, 104.2, 110.0, 105.5
> COc1ccc(C(=O)OC2CC3CCC(C2)N3C)cc1OC (stereo not given)
→ 106.2, 97.6, 105.1, 111.5, 98.0, 110.6, 98.1, .
> Nc1cccc2ccccc12
→ 96.2, 99.5, 91.6, 81.0, 90.4, 86.2, 108.7, 101.1
